Screening data deposited in PubChem BioAssay by several laboratories.
SIAH1 antagonists = Siah-1 peptide-binding antagonists, primary screen, biochemical, fluorescence polarization, rhodamine-plectin, uHTS (AID 1817); actives 0.02% (n = 290,000); one-dose displacement, % at 20 µM; IC50 in µM for titrated hits; Siah-1 / rhodamine-plectin peptide fluorescence polarization; higher % means a stronger effect; E3 ubiquitin-protein ligase SIAH1 (Homo sapiens);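 active means displacement of at least 50% at 20 µM, with a fluorescence ratio check between 0.3 and a set limit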;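 further: plate controls were Siah plus tracer with DMSO for no effect and tracer alone without Siah for full effect; strong numbers were not always called active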
UTI89 phage lysis = inhibition of K1F phage lysis, E. coli UTI89, bacterial capsule biogenesis inhibitors, alamar blue (AID 488966); E. coli UTI89 K1F phage lysis, alamar blue, 2 h; higher % means a stronger effect; inhibition, % at 100 µM; hits with a dose series show IC50 in µM; actives 0.02% (n = 340,000);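 active means phage lysis inhibition, versus mean bacterial control, above a set limit; inconclusive means no clear call, values can overlap the other calls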;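 further: capsule biogenesis inhibitors block K1F phage lysis so surviving cells raise fluorescence; higher fluorescence means more inhibition of phage lysis; actives were called in the ten point dose series up to 300 µM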
Dengue-2 NS5 capping = Dengue-2 NS5 methyltransferase inhibitors, primary screen, biochemical, confirmation dose response (AID 588689) | Genome polyprotein (Dengue virus type 2 (strain 16681-PDK53)) | Dengue-2 NS5 methyltransferase capping enzyme assay, biochemical; higher % means a stronger effect | one-dose inhibition, % at 25 µM; IC50 in µM for titrated hits | actives 0.3% (n = 340,000); in the data active means a potency from the dose series; inconclusive means inhibition above about 29% without an active follow-up result
NTR1 ag = agonists of NTR1, primary screen, imaging, U2OS cells, beta-arrestin-GFP, high content (AID 493036) | Neurotensin receptor type 1 (Homo sapiens), P30989 | NTR1-U2OS beta-arrestin-GFP spot imaging, agonist mode | activation, % at 20 µM | actives 0.17% (n = 330,000);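 active means activation at or above 40% of the spot to cytoplasm intensity ratio, with at least 20 cells analyzed; inconclusive means wells under 20 cells, flagged as cytotoxic or low count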;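 further: 0% = DMSO without peptide and 100% = 100 nM NTR1 peptide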
Target sequence (P30989 whole entry, looked up): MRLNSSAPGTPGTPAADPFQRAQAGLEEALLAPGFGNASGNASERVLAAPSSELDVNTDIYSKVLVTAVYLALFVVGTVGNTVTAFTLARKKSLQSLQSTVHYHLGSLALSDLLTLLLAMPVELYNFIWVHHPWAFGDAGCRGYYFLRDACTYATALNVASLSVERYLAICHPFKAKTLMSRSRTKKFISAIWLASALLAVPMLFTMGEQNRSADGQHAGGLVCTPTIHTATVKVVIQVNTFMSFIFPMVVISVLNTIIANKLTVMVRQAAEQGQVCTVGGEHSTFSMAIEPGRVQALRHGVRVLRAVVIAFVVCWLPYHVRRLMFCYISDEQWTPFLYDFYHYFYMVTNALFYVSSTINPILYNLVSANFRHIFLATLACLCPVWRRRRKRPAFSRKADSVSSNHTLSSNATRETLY
RSV antiviral HEp-2 = RSV antiviral activity via CPE protection, HEp-2 cells, primary 10 µM value included (AID 2391); HEp-2 cells, RSV-induced CPE inhibition; higher % means a stronger effect; one-dose CPE inhibition, % at 10 µM; IC50 in µM for titrated hits; actives 0.13% (n = 310,000); in the data active means a potency from the dose series; inconclusive means CPE inhibition mostly from about 23% at the one dose, without a potency; inactive means the rest, 99 in 100 with CPE inhibition below about 21%; further: strong numbers were not always called active
SV40 large T antigen = SV40 large T antigen inhibitors, biochemical (AID 1903); SV40 large T antigen ATPase/helicase inhibition assay; higher % means a stronger effect; one-dose inhibition, % at 20 µM; IC50 in µM for titrated hits; actives 0.39% (n = 310,000); in the data active means a potency from the dose series; inconclusive means inhibition mostly from about 32% at the one dose, without a potency; inactive means the rest, 99 in 100 with inhibition below about 32%; further: strong numbers were not always called active
West Nile antiviral = West Nile virus antiviral activity, cell-based, CPE readout (AID 1621); West Nile virus-infected cells, CPE inhibition; higher % means a stronger effect; CPE inhibition, % at 10 µM, or IC50 in µM where a hit was titrated; actives 0.02% (n = 290,000); in the data active means a potency from the dose series; inconclusive means CPE inhibition mostly from about 3.7% at the one dose, without a potency; inactive means the rest, 99 in 100 with CPE inhibition below about 2.2%; further: strong numbers were not always called active
Rac1 GTP hydrolysis = MgcRacGAP GTPase-activating activity inhibitors, confirmation, biochemical, ADP Hunter fluorescence; inhibition, % at 30 µM; hits with a dose series show IC50 in µM; Rac GTPase-activating protein 1 (Homo sapiens); MgcRacGAP-stimulated Rac1 GTP hydrolysis, ADP Hunter fluorescence; higher % means a stronger effect; GST-tagged Rac1 F28L mutant substrate; AID 624330, 2012; actives 0.6% (n = 340,000);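 active means first-screen hits whose inhibition reached a set limit at any dose in the follow-up dose series; inconclusive means inhibition above the set first-screen limit but never retested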;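 further: fluorescence reports GDP produced by GAP-driven GTP hydrolysis; strong numbers were not always called active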
AID2073 = inhibitors of Mint1-CaV2.2 protein interaction, biochemical, HTRF (AID 2073) | inhibition, % at 20 µM; hits with a dose series show IC50 in µM | HTRF protein-protein interaction, Mint1-CaV2.2; higher % means a stronger effect | actives 0.19% (n = 290,000) | Voltage-dependent N-type calcium channel subunit alpha-1B (Homo sapiens); in the data active means inhibition mostly above about 51%, no sharp cut-off; inconclusive means no clear call, values can overlap the other calls; inactive means mostly below about 53%; further: some results filed as inactive read as strong as hits
NTR1 ag cell count 20 µM = second read-out of NTR1 ag, no call of its own (marks repeat the call); cell count; measured here: cell count, cytotoxicity flag
Dengue-2 NS5 capping pilot replicate = further read-out of Dengue-2 NS5 capping, marked with its call; inhibition, %; measured here: pilot screen replicate inhibition
Starred values were filed as active, the others as inactive; & = joins results of further samples; [ ] = remark or other dose.

How did CCOC(=O)c1sc(NC(=O)CCCn2nc([N+](=O)[O-])cc2C)c(C(=O)OCC)c1C do in these assays?
SIAH1 antagonists: 13.3%; UTI89 phage lysis: -0.1%[50 µM]; Dengue-2 NS5 capping: -11.2%; NTR1 ag: 2.5; RSV antiviral HEp-2: 1.4%; SV40 large T antigen: -20.9%; West Nile antiviral: -0.1%; Rac1 GTP hydrolysis: -0.2%; AID2073: 9.4%; NTR1 ag cell count 20 µM: 68

How did CCCCc1cc(=O)oc2cc(C)cc(OC(C)C(=O)NC(Cc3c[nH]c4ccc(O)cc34)C(=O)O)c12 (stereo not drawn) do in these assays?
SIAH1 antagonists: -0.6%; UTI89 phage lysis: 0.3%; Dengue-2 NS5 capping: -1.4%; NTR1 ag: 15.2; RSV antiviral HEp-2: 0.7%; SV40 large T antigen: 24.4%; West Nile antiviral: 0.4%; Rac1 GTP hydrolysis: 9.2%; AID2073: 13.4%; NTR1 ag cell count 20 µM: 95

What do the screens show for `CC(=O)NS(=O)(=O)c1ccc(NC(=O)CCC(=O)Oc2ccc(C)cc2)cc1`?
SIAH1 antagonists: 2.1%; UTI89 phage lysis: 0.0%; Dengue-2 NS5 capping: -7.9%; NTR1 ag: 1.9; RSV antiviral HEp-2: 0.9%; SV40 large T antigen: 10.4%; West Nile antiviral: -0.3%; Rac1 GTP hydrolysis: 0.1%; AID2073: 11.2%; NTR1 ag cell count 20 µM: 91

Results for Cc1cccc(C)c1NC(=O)C(=O)c1cn(C)c2ccccc12 ?
SIAH1 antagonists: 15.3%; UTI89 phage lysis: 0.6%; Dengue-2 NS5 capping: -3.0%; NTR1 ag: 3.1; RSV antiviral HEp-2: 3.5%; SV40 large T antigen: -1.7%; West Nile antiviral: -1.1%; Rac1 GTP hydrolysis: -2.9%; AID2073: 1.1%; NTR1 ag cell count 20 µM: 58

What do the screens show for `COc1ccc(NC(=O)c2cc([N+](=O)[O-])ccc2N2CCCCC2)cc1`?
SIAH1 antagonists: -0.8%; UTI89 phage lysis: -0.1%; Dengue-2 NS5 capping: -3.3%; NTR1 ag: 1.5; RSV antiviral HEp-2: 1.4%; SV40 large T antigen: 7.5%; West Nile antiviral: 0.7%; Rac1 GTP hydrolysis: 10.1%; AID2073: -1.9%; NTR1 ag cell count 20 µM: 49

What do the screens show for `O=c1cc(CN2CCc3ccccc32)c2ccc(O)cc2o1`?
SIAH1 antagonists: -1.0%; UTI89 phage lysis: -4.1%; Dengue-2 NS5 capping: -2.1%; NTR1 ag: 4.0; RSV antiviral HEp-2: 5.6%; SV40 large T antigen: 19.5%; West Nile antiviral: 0.1%; Rac1 GTP hydrolysis: 11.0%; AID2073: 13.8%; NTR1 ag cell count 20 µM: 35

Results for COC1=CC(=O)CC(C)C12Oc1c(Cl)c(OC)cc(OC)c1C2=O (stereo not drawn) ?
SIAH1 antagonists: -3.5%; UTI89 phage lysis: 3.0%; Dengue-2 NS5 capping: -5.1%; NTR1 ag: 3.5; RSV antiviral HEp-2: 1.6%; SV40 large T antigen: 9.4%&16.2%; West Nile antiviral: 0.6%; Rac1 GTP hydrolysis: 4.9%; AID2073: 9.8%; NTR1 ag cell count 20 µM: 47

What do the screens show for `CCCC(=O)Nc1cc2c3c(c1)CC(=O)N3CCC2`?
SIAH1 antagonists: -7.4%; UTI89 phage lysis: 3.8%; Dengue-2 NS5 capping: -6.3%; NTR1 ag: -0.7; RSV antiviral HEp-2: 2.9%; SV40 large T antigen: 8.5%; West Nile antiviral: 1.4%; Rac1 GTP hydrolysis: 9.2%; AID2073: 10.1%; NTR1 ag cell count 20 µM: 47

What do the screens show for `O=C(c1nc2ccccn2c1CN1CCN(c2ccccc2O)CC1)N1CCCC1`?
SIAH1 antagonists: -1.5%; UTI89 phage lysis: 0.2%; Dengue-2 NS5 capping: -5.5%; NTR1 ag: -0.1; RSV antiviral HEp-2: 0.1%; SV40 large T antigen: 4.8%; West Nile antiviral: -0.1%; Rac1 GTP hydrolysis: -6.0%; AID2073: 6.8%; NTR1 ag cell count 20 µM: 38

Results for COc1ccc(N2C(N)=NC(N)=NC23CCCC3)cc1 ?
SIAH1 antagonists: 1.8%; UTI89 phage lysis: 1.0%; Dengue-2 NS5 capping: -2.7%; NTR1 ag: -1.4; RSV antiviral HEp-2: 1.9%; SV40 large T antigen: 5.6%; West Nile antiviral: 0.0%; Rac1 GTP hydrolysis: 2.2%; AID2073: 0.0%; NTR1 ag cell count 20 µM: 73

How did O=C(Cn1c(=O)sc2ccccc21)NCc1ccco1 do in these assays?
SIAH1 antagonists: 4.5%; UTI89 phage lysis: 0.6%; Dengue-2 NS5 capping: -4.4%; NTR1 ag: -4.2; RSV antiviral HEp-2: 2.5%; SV40 large T antigen: 5.2%; West Nile antiviral: 1.4%; Rac1 GTP hydrolysis: 1.0%; AID2073: 15.0%; NTR1 ag cell count 20 µM: 74

How did CCN1C(=O)c2cccc3c(NC(=O)C(C)(C)C)ccc1c23 do in these assays?
SIAH1 antagonists: 4.0%; UTI89 phage lysis: 0.0%; Dengue-2 NS5 capping: 1.4%; NTR1 ag: -0.6; RSV antiviral HEp-2: 1.2%; SV40 large T antigen: -4.9%; West Nile antiviral: 0.1%; Rac1 GTP hydrolysis: 9.8%; AID2073: 6.1%; NTR1 ag cell count 20 µM: 58

Results for CCCCOc1ccc(N2C(=O)CC(N(O)c3ccccc3)C2=O)cc1 (stereo not drawn) ?
SIAH1 antagonists: -2.7%; UTI89 phage lysis: 0.4%; Dengue-2 NS5 capping: -3.2%; NTR1 ag: 0.8; RSV antiviral HEp-2: -0.2%; SV40 large T antigen: 28.4%; West Nile antiviral: -0.5%; Rac1 GTP hydrolysis: 5.4%; AID2073: -2.3%; NTR1 ag cell count 20 µM: 85

How did OCCNCCOCCOc1ccccc1-c1ccccc1 do in these assays?
SIAH1 antagonists: 2.7%; UTI89 phage lysis: 1.3%[50 µM]; Dengue-2 NS5 capping: 4.5%; NTR1 ag: 4.0; RSV antiviral HEp-2: 0.1%; SV40 large T antigen: 3.1%; West Nile antiviral: 0.6%; Rac1 GTP hydrolysis: 27.4%; AID2073: 1.7%; NTR1 ag cell count 20 µM: 71

Results for Cc1ccc(Nc2c(-c3cccnc3)nc3ccc(Br)cn23)cc1 ?
SIAH1 antagonists: -6.2%; UTI89 phage lysis: 0.3%; Dengue-2 NS5 capping: -2.1%; NTR1 ag: 8.3; RSV antiviral HEp-2: -1.2%; SV40 large T antigen: 10.5%; West Nile antiviral: -0.5%; Rac1 GTP hydrolysis: 10.4%; AID2073: -10.8%; NTR1 ag cell count 20 µM: 61

How did COc1ccc([C@@H]2C[C@H]3CN(Cc4ccccc4OC)C(=O)[C@]34CCCN24)cc1C do in these assays?
SIAH1 antagonists: -8.0%; UTI89 phage lysis: 0.1%; Dengue-2 NS5 capping: -4.4%; NTR1 ag: 0.7; RSV antiviral HEp-2: 8.0%; SV40 large T antigen: 23.4%; West Nile antiviral: -1.3%; Rac1 GTP hydrolysis: 4.9%; AID2073: 0.9%; NTR1 ag cell count 20 µM: 84

What do the screens show for `CCOC(=O)/C(C#N)=C/c1cccc([N+](=O)[O-])c1`?
SIAH1 antagonists: 2.8%; UTI89 phage lysis: 0.0%; Dengue-2 NS5 capping: -0.7%; NTR1 ag: -1.8; RSV antiviral HEp-2: -0.7%; SV40 large T antigen: 3.9%; West Nile antiviral: -0.3%; Rac1 GTP hydrolysis: 1.4%; AID2073: 6.3%; NTR1 ag cell count 20 µM: 113

What do the screens show for `CC(Oc1ccc(Cl)cc1Cl)C(=O)Nc1cccnc1` (stereo not drawn)?
SIAH1 antagonists: -6.5%; UTI89 phage lysis: 0.4%; Dengue-2 NS5 capping: -5.4%; NTR1 ag: -1.2; RSV antiviral HEp-2: 7.1%; SV40 large T antigen: 3.1%; West Nile antiviral: 0.0%; Rac1 GTP hydrolysis: 9.9%; AID2073: 32.0%; NTR1 ag cell count 20 µM: 30

What do the screens show for `CCCCCc1ccc(-c2cn(CCCOCc3ccccc3)nn2)cc1`?
SIAH1 antagonists: -2.2%; UTI89 phage lysis: 0.0%; Dengue-2 NS5 capping: 3.1%; NTR1 ag: 5.2; RSV antiviral HEp-2: 3.7%; SV40 large T antigen: 1.2%; West Nile antiviral: -1.0%; Rac1 GTP hydrolysis: -0.4%; AID2073: 2.7%; NTR1 ag cell count 20 µM: 82

Results for CCOc1ccc(N(CC(=O)Nc2cc(OC)cc(OC)c2)S(=O)(=O)c2c(C)[nH]c(=O)[nH]c2=O)cc1 ?
SIAH1 antagonists: 1.9%; UTI89 phage lysis: 0.0%; Dengue-2 NS5 capping: 4.4%; NTR1 ag: 0.9; RSV antiviral HEp-2: 0.9%; SV40 large T antigen: 12.4%; West Nile antiviral: -0.2%; Rac1 GTP hydrolysis: 12.7%; AID2073: 8.6%; NTR1 ag cell count 20 µM: 68

Results for COC(=O)c1ccc(NS(=O)(=O)c2cc3c4c(c2)CCC(=O)N4CCC3)cc1 ?
UTI89 phage lysis: -0.1%[50 µM]; Dengue-2 NS5 capping: -4.4%; NTR1 ag: 1.0; RSV antiviral HEp-2: inconclusive; SV40 large T antigen: 8.3%; Rac1 GTP hydrolysis: -1.7%; NTR1 ag cell count 20 µM: 58

Results for CCOC(=O)c1cc(-c2ccc(OC)cc2)n[nH]1 ?
SIAH1 antagonists: -5.5%; UTI89 phage lysis: 0.0%; Dengue-2 NS5 capping: -3.9%; NTR1 ag: -0.5; SV40 large T antigen: -8.4%; West Nile antiviral: 0.6%; Rac1 GTP hydrolysis: 3.7%; AID2073: -3.0%; NTR1 ag cell count 20 µM: 56

What do the screens show for `COc1ccc(-n2ncc3c(=O)n(CC(C)=O)cnc32)cc1`?
SIAH1 antagonists: 0.7%; UTI89 phage lysis: 0.0%; Dengue-2 NS5 capping: 1.3%; NTR1 ag: 1.3; RSV antiviral HEp-2: 3.5%; SV40 large T antigen: 6.9%; West Nile antiviral: -0.5%; Rac1 GTP hydrolysis: 14.6%; AID2073: 3.4%; NTR1 ag cell count 20 µM: 63; Dengue-2 NS5 capping pilot replicate: 0.6

Results for CC12CN(C(=O)c3ccccc3Br)CC(C)(CN(C(=O)c3ccccc3Br)C1)C2=O ?
SIAH1 antagonists: 2.0%; UTI89 phage lysis: 1.0%; Dengue-2 NS5 capping: -3.1%; NTR1 ag: 0.9; RSV antiviral HEp-2: 1.4%; SV40 large T antigen: 12.8%; West Nile antiviral: -0.1%; Rac1 GTP hydrolysis: 14.0%; AID2073: -6.7%; NTR1 ag cell count 20 µM: 41
